EPAC1 ag = activates human EPAC1 exchange factor; Potency, µM (highest dose often 154 µM), without a hit: top-dose activation, hits mostly activators; O95398; EPAC1 agonist qHTS, biochemical assay; response scale: 100% = response to 6.5 mM cAMP; 360,000 tested, 0.073% active; further: potency means the concentration at half of the fitted maximal effect; nearly all actives have a fitted effect of over 60% in size
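Multi-concentration qHTS readout: loss of Rap1B-bound BODIPY-GDP fluorescence driven by 100 nM EPAC1 with excess GDP (50 uM), monitored kinetically at room temperature; agonist response expressed relative to 6.5 mM cAMP.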
CCT chaperon mod = cytosolic chaperonin activity modulation. activity change, % (test concentration not listed), hits read low. 360,000 tested, 0.3% active. purified chaperonin ATPase assay, HTRF ADP detection, 30 min; in the data active means activity change below about -30%; further: on the % scale 0 is the no-effect control and ±100 the full control effect
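Nucleotide hydrolysis assay: TRiC at 20–40 nM final (set by batch activity) with 10 uM ATP, 30 min at 37 °C, in presence of 76 uM compound. Detection by competitive ADP HTRF, 30 min ambient.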
Mm-Cpn inhibitor = M. maripaludis TRiC chaperonin inhibition. purified Mm-Cpn ATPase, ADP Transcreener TR-FRET. Potency, µM (series often up to 76.9 µM), for the others: at the top dose activity, negative = inhibition, hits mostly inhibitors. 330,000 tested, 0.031% active. AID 504842; further: potency means the concentration at half of the fitted maximal effect; on the % scale 0 is the no-effect control and ±100 the full control effect; nearly all actives have a fitted effect of over 80% in size
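ATP (10 uM final) was added to archaeal chaperonin (25 nM final) after 10 min exposure to test compound at 37°C; after 30 min further incubation, ADP was detected by competitive TR-FRET.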
EPAC1 antagonist = blocks human EPAC1 exchange factor; O95398; EPAC1 GEF assay, Rap1b-BODIPY-GDP exchange fluorescence; Potency, µM (top dose mostly 115 µM), without a hit: at the highest dose activity change, negative = inhibition, usual class: inhibitors; 360,000 tested, 0.14% active;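 further: potency means the concentration at half of the fitted maximal effect; plate controls were vehicle for no effect and positive control for full effect; nearly all actives have a fitted effect of over 50% in size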
PLK1 PBD block = PLK1 (human) polo-box domain binding inhibition. Plk1 PBD binding of FITC phosphopeptide, fluorescence polarization. Potency, µM, inactives show max response, negative = inhibition, most hits filed as inhibitors. 360,000 tested, 2.8% active. AID 720504; further: potency means the concentration at half of the fitted maximal effect; series mostly up to about 57 µM; on the % scale 0 is the no-effect control and ±100 the full control effect; nearly all actives have a fitted effect of over 65% in size
Target sequence (P53350 whole entry, looked up, the tested form may be a part): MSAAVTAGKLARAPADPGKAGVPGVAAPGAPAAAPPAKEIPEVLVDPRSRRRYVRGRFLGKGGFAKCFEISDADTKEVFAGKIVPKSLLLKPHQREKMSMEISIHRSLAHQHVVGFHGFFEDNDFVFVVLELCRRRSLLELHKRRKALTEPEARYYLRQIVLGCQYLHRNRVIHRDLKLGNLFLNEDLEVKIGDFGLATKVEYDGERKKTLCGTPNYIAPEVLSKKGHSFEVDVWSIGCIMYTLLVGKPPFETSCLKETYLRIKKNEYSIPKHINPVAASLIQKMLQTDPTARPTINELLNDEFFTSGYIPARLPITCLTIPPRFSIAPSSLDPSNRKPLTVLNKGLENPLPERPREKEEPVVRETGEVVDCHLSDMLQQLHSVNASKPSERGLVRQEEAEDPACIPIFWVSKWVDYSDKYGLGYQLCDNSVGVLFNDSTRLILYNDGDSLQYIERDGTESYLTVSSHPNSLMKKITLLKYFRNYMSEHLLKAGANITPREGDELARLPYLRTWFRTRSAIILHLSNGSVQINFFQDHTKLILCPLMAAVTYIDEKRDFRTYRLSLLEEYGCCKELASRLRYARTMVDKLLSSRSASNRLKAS
WRN helicase inh = blocks human WRN helicase | WRN helicase unwinding, fluorescent forked duplex, kinetic | Potency, µM (top dose mostly 114 µM), inactives show at the highest dose activity change, negative = inhibition, hits mostly inhibitors | 360,000 tested, 0.46% active | AID 651768; further: potency means the concentration at half of the fitted maximal effect; on the % scale 0 is the no-effect control and ±100 the full control effect; nearly all actives have a fitted effect of over 55% in size
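Enzyme (20 nM final) and test compound sit together 15 min at room temperature before substrate addition. Substrate is a single-forked duplex oligonucleotide (100 nM) labelled with fluorophore and quencher, with 2 mM ATP; helicase unwinding raises red fluorescence, read kinetically.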
EPAC2 antag = blocks human EPAC2 exchange factor; Q8WZA2; EPAC2 GEF exchange of Rap1B-BODIPY-GDP, fluorescence; Potency, µM (top dose mostly 114 µM), for the others: at the top dose activity, negative = inhibition, hits mostly inhibitors; 360,000 tested, 0.18% active; further: potency means the concentration at half of the fitted maximal effect; on the % scale 0 is the no-effect control and ±100 the full control effect; nearly all actives have a fitted effect of over 45% in size; many of its hits are not listed in these tables
PI5P4Ka inh = PI5P4K alpha (human) kinase inhibition; PI5P4Kalpha enzyme, ADP-Glo luminescence, 60 min; active compounds read low; max response, %; 330,000 tested, 1.2% active; AID 652105; active means max response of -50% or lower; inconclusive means between -30% and -50%; inactive means -30% or higher; further: value at the top dose of about 77 µM; on the % scale 0 is the no-effect control and ±100 the full control effect
Target sequence (P48426 whole entry, looked up): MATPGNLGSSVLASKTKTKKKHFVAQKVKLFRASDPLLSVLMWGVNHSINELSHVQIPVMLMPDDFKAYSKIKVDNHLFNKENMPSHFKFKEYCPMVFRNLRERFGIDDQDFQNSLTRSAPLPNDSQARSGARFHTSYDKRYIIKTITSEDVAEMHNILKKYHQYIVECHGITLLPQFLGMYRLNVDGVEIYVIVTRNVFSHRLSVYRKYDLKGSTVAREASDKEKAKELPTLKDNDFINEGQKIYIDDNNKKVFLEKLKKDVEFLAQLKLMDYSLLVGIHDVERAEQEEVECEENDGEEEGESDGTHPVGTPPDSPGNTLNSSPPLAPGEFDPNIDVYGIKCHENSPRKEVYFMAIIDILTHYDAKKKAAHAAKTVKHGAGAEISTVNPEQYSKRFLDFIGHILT
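Reactions run in 0.038 M HEPES pH 7.4, 0.28 mM EGTA, 0.1% CHAPS and 5% DMSO, with PI5P4Kalpha, substrate, compound and 5 microM ATP final, one hour at room temperature. Readout is ADP-Glo luminescence.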
Numbers without * were called inactive; ? = inconclusive; · = no result given; [ ] = dose if it differs, or a comment. Unless noted, the call rests on the fitted dose curve; in most records, active means well fitted curve in the direction sought with a large enough effect; inconclusive means small, poorly fitted or top-dose-only effect, or another doubt; inactive means no such curve, though single readings can be large; an effect the other way counts as inactive or inconclusive.

The line under a structure holds: EPAC1 ag	CCT chaperon mod	Mm-Cpn inhibitor	EPAC1 antagonist	PLK1 PBD block	WRN helicase inh	EPAC2 antag	PI5P4Ka inh
> C=CCn1c(C)cc(C(=O)COC(=O)c2ccc(N)c([N+](=O)[O-])c2)c1C
→ -1%	-1.2	2%	-18%	5%	-9%	-8%	-4
> CN(C(=O)c1cc2c(cc1Br)OCO2)c1cccc2ccccc12
→ 2%	-0.4	·	-12%	2%	-4%	?	-7
> COc1ccc(-c2nsc3c(N4CCCCC4)ncnc23)cc1
→ 0%	-0.3	1%	-4%	-4%	-4%	-1%	1
> O=C(O)c1cc(-c2ccc(/C=C3/SC(=S)N(Cc4ccccc4)C3=O)o2)ccc1Cl
→ 10%	1.3	0%	-1%	-5%	?	?	?
> CCCCN(C(=O)c1cc2c(s1)CCC2)c1c(N)n(CC(C)C)c(=O)[nH]c1=O
→ -18%	2.2	-3%	-4%	-5%	-16%[11.6 µM]	-1%	?
> Cn1nccc1C(=O)N1CCCC(C(=O)c2cccc3ccccc23)C1 (centres undefined)
→ -18%	0.5	-1%	?	-13%	-7%	1%	-1
> CCOc1cc(-c2nn3cnnc3s2)cc(OCC)c1OCC
→ -2%	-2.2	0%	-1%	3.8µM*	7%	4%	?
> CC(C)(O)CC[C@H](OC(=O)c1ccccc1)[C@](C)(O)[C@H]1CC[C@@]2(O)C3=CC(=O)[C@@H]4C[C@@H](O)[C@H](O)C[C@]4(C)C3CC[C@]12C (some centres undefined)
→ 17%	0.9	0%	-6%	-7%	2%	0%	6
> COc1ccc(C)cc1NC(=O)c1ccc2c(=O)n3c(nc2c1)CCCCC3
→ 11%	-0.3	2%	-6%	24µM*	-8%	-6%	2
> COc1ccc(/C=C2/SC(=O)NC2=O)cc1
→ 2%	0.0	-1%	2%	0%	8%	21%	?

Other structures
The line under a structure holds: EPAC1 ag	CCT chaperon mod	Mm-Cpn inhibitor	EPAC1 antagonist	PLK1 PBD block	WRN helicase inh	EPAC2 antag	PI5P4Ka inh
> O=C(COC(=O)c1cc(S(=O)(=O)N2CCOCC2)ccc1Cl)NCCc1ccccc1
→ 10%	1.2	-1%	-4%	0%	-7%	1%	9
> CC(=O)Nc1cc(C(=O)N2CCN(C)CC2)ccc1Sc1ccc(C)cc1
→ -5%	1.0	0%	18%	-8%	8%	7%	·
> CCc1nnc(NC(=O)CCS(=O)(=O)c2ccccc2)s1
→ -4%	-0.6	1%	-11%	-8%	-2%	7%	2
> C=C1C(=O)[C@]23C[C@H]1CCC2[C@@]1(C)C(C[C@@H]3O)[C@](C)(C(=O)OC)CC[C@@H]1O (some centres undefined)
→ -16%	-0.1	·	-25%	?	-21%	8%	-17
> CCC(C)c1ccc(S(=O)(=O)N2CCN(C(=O)c3ccc(Cl)c(S(=O)(=O)N4CCOCC4)c3)CC2)cc1 (centres undefined)
→ 15%	-0.1	·	-15%	-2%	-8%	-4%	-1
> CC(C)c1ccc(NC(=O)C2CCCCN2S(=O)(=O)c2ccccc2)cc1 (centres undefined)
→ 4%	1.0	-1%	-15%	-9%	2%	-8%	15
> CSc1nnc(-c2ccccc2Cl)o1
→ 1%	-3.3	0%	14%	3%	1%	14%	-3
> CC(C)OCCCNC(=O)C1CC(=O)N(CCc2ccccc2)C1 (centres undefined)
→ -5%	0.0	1%	-9%	1%	6%	14%	-5
> CCc1ccc([C@@H]2CC=C(C(=O)O)[C@H](c3ccccc3F)N2S(=O)(=O)c2ccc(C)cc2)cc1
→ -28%	-1.2	0%	-16%	-14%	-24%	?	-2
> CCOC(=O)c1c(C)c2c(=O)[nH]cnc2n1-c1ccccc1
→ 5%	-1.4	1%	-26%	-11%	-9%	-15%	?

(more compounds)
The line under a structure holds: EPAC1 ag	CCT chaperon mod	Mm-Cpn inhibitor	EPAC1 antagonist	PLK1 PBD block	WRN helicase inh	EPAC2 antag	PI5P4Ka inh
> COC(=O)c1ccc(CN2C(=O)NC3(CCCCC3)C2=O)cc1
→ 10%	-0.7	-3%	-5%	5%	1%	15%	1
> CCOC(=O)NC(=O)/C(C#N)=N/Nc1c(F)cccc1F
→ 3%	-0.9	0%	-10%	-5%	-2%	2%	-22
> Cc1cc(C)n2c(=O)[nH]nc2c1
→ -7%	-17	·	2%	1%	5%	22%	3
> CC(C)C(=O)Nc1cccc(NC(=S)NC(=O)c2ccccc2Cl)c1
→ 5%	-2.2	-1%	1%	-9%	-10%	7%	-1
> CCCS(=O)(=O)c1nc(S(=O)(=O)c2ccc(C)cc2)c(NCCCN2CCOCC2)s1
→ 0%	0.6	-3%	12%	-6%	11%	15%	-7
> OCC1(CCOc2ccccc2)CCN(Cc2cc(Cl)ccc2O)CC1
→ -2%	1.6	2%	0%	0%	-6%	-2%	7
> CCOc1ccc(NC(=NCc2ccc3c(c2)OCO3)SC2CC(=O)N(c3ccc(OCC)cc3)C2=O)cc1 (centres undefined)
→ -4%	-25	0%	-5%	-10%	-2%	-9%	9
> Cc1cc(C)c(-c2c(N)cc(Br)cc2Br)c(N)c1
→ 3%	-0.2	·	-21%	-6%	3%	?	5
> CCCC(=O)c1c[nH]c(C(=O)NCCc2ccccn2)c1
→ -3%	-3.3	0%	-9%	-1%	0%	2%	-6
> COCCNC(=O)CCCCCN1C(=O)CCC1=O
→ -14%	2.2	1%	6%	-3%	3%	-8%	3

Going on with the list:
The line under a structure holds: EPAC1 ag	CCT chaperon mod	Mm-Cpn inhibitor	EPAC1 antagonist	PLK1 PBD block	WRN helicase inh	EPAC2 antag	PI5P4Ka inh
> C[C@H](CO)N1C[C@H](C)[C@@H](CN(C)Cc2ccc(-c3ccccc3)cc2)Oc2c(NC(=O)Nc3ccc4c(c3)OCO4)cccc2C1=O
→ 13%	-1.1	3%	4%	-7%	-3%	-9%	3
> Cc1ccc(CN(C)C(=O)c2cccc(S(=O)(=O)N3CCN(c4ccccc4)CC3)c2)cc1
→ 16%	-2.8	·	-2%	3%	-3%	-1%	12
> CCC(CC)C(C(=O)NCc1ccccc1)N(C)Cc1ccc(Cl)c(Cl)c1 (centres undefined)
→ -6%	·	·	0%	5%	-5%	-15%	1
> Cc1cccc(NC(=O)CCCC(=O)OC(C)C(=O)c2ccccc2)c1 (centres undefined)
→ 2%	-2.2	0%	-2%	-2%	5%	2%	-6
> Cc1cccc(-c2nnc(SCC(=O)N3CCCC3)o2)c1
→ 8%	-1.0	0%	9%	-6%	13%	2%	-2
> C=CCNC(=O)c1onc(CSc2ccc(F)cc2)c1C(=O)O
→ -15%	-0.9	-4%	26%	-7%	1%	3%	?
> C=C(C)Cn1c2ccc(NC(=O)NCc3ccccc3)cc2c(=O)n1C
→ 0%	-3.2	·	0%	-18%	0%	2%	1
> CC(C)Cc1n[nH]c(=O)c2c1nnn2Cc1ccccc1F
→ -2%	-0.7	-1%	-15%	-2%	-16%	3%	2
> Cc1cc(C(=O)CN2C(=O)NC(C)(c3cc(F)ccc3F)C2=O)c(C)n1C1CC1 (centres undefined)
→ -1%	-1.2	-1%	-17%	-11%	3%	-5%	-12
> C=CCN=C1CC(C)(C)CC(=O)/C1=C(\O)CCCN1C(=O)c2ccccc2C1=O
→ -2%	-0.5	-1%	-3%	-25%	0%	11%	1

(more compounds)
The line under a structure holds: EPAC1 ag	CCT chaperon mod	Mm-Cpn inhibitor	EPAC1 antagonist	PLK1 PBD block	WRN helicase inh	EPAC2 antag	PI5P4Ka inh
> Cc1ccc(-c2nnc(Nc3ccccc3)o2)cc1
→ 11%	0.5	1%	1%	-2%	-6%	1%	·
> O=C(NCCCN1CCCC1=O)c1ccc(S(=O)(=O)Nc2ccccc2)cc1
→ 7%	0.4	0%	-1%	4%	1%	13%	-8
> Cc1cc(=O)oc2cc(NC(=S)NNC(=O)c3c(Cl)cnn3C)ccc12
→ -1%	0.3	-1%	-11%	-14%	?	11%	-53*
> CCCCCCSc1cccc(-c2nc3ccc(C)cn3c2NC2CCCCC2)c1
→ 7%	0.6	0%	3%	-13%	-10%	5%	-4
> CC(=O)c1cccc(NC(=O)c2ccc3c(c2)CCN3S(=O)(=O)c2ccccc2)c1
→ 14%	-0.1	-5%	-19%	-6%	-2%	-4%	-5
> COC(=O)N(C)C[C@@H]1OCc2cn(nn2)CCCC(=O)N([C@@H](C)CO)C[C@H]1C
→ 13%	-0.3	·	-16%	-9%	-2%	0%	1
> CCOC(=O)N1CCN(C(=O)Cn2ncn3nc(-c4cccs4)cc3c2=O)CC1
→ 3%	-1.6	1%	-3%	-10%	-4%	-9%[57.1 µM]	-5
> COc1cc([C@H]2Oc3c(OC)cc(CCCO[C@@H]4O[C@H](CO)[C@@H](O)[C@H](O)[C@H]4O)cc3[C@@H]2CO)ccc1O
→ -15%	-2.2	0%	-6%	1%	-1%	0%	4

Of the compounds above, these have a Cl atom.
The line under a structure holds: EPAC1 ag	CCT chaperon mod	Mm-Cpn inhibitor	EPAC1 antagonist	PLK1 PBD block	WRN helicase inh	EPAC2 antag	PI5P4Ka inh
> O=C(O)c1cc(-c2ccc(/C=C3/SC(=S)N(Cc4ccccc4)C3=O)o2)ccc1Cl
→ 10%	1.3	0%	-1%	-5%	?	?	?
> O=C(COC(=O)c1cc(S(=O)(=O)N2CCOCC2)ccc1Cl)NCCc1ccccc1
→ 10%	1.2	-1%	-4%	0%	-7%	1%	9
> CCC(C)c1ccc(S(=O)(=O)N2CCN(C(=O)c3ccc(Cl)c(S(=O)(=O)N4CCOCC4)c3)CC2)cc1 (centres undefined)
→ 15%	-0.1	·	-15%	-2%	-8%	-4%	-1
> CSc1nnc(-c2ccccc2Cl)o1
→ 1%	-3.3	0%	14%	3%	1%	14%	-3
> CC(C)C(=O)Nc1cccc(NC(=S)NC(=O)c2ccccc2Cl)c1
→ 5%	-2.2	-1%	1%	-9%	-10%	7%	-1
> OCC1(CCOc2ccccc2)CCN(Cc2cc(Cl)ccc2O)CC1
→ -2%	1.6	2%	0%	0%	-6%	-2%	7
> CCC(CC)C(C(=O)NCc1ccccc1)N(C)Cc1ccc(Cl)c(Cl)c1 (centres undefined)
→ -6%	·	·	0%	5%	-5%	-15%	1
> Cc1cc(=O)oc2cc(NC(=S)NNC(=O)c3c(Cl)cnn3C)ccc12
→ -1%	0.3	-1%	-11%	-14%	?	11%	-53*

Compound activity: PubChem BioAssay, National Center for Advancing Translational Sciences (NCATS)

This is a subset, so the mix of outcomes need not match the whole.
